DT40 TDP1 no CPT = qHTS for Inhibitors of human tyrosyl-DNA phosphodiesterase 1 (TDP1): qHTS in cells in absence of CPT | DT40 Tdp1-/- hTDP1 cells, no CPT, ATP luminescence, 48 h | actives 15% (n = 420,000) | Potency, µM (doses to about 46.2 µM), for inactives: at the highest dose activity change, negative = growth inhibition, actives largely listed as inhibitors; also: nearly all actives have a fitted effect of over 55% in size
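No-CPT arm: Tdp1-/-;hTDP1 DT40 cells (400/well) plus compounds, incubated ≥48 hr at 37 °C. Readout CellTiter-Glo luminescence.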
KAT2A inh = qHTS Assay for Inhibitors of GCN5L2 | Potency, µM (titrated, usually from 58.9 µM), for the others: top-dose activity change, negative = inhibition, actives largely listed as inhibitors | AID 504327, 2011 | GCN5L2 HAT assay, ThioGlo1 CoA-SH fluorescence | actives 0.21% (n = 390,000)
Target sequence (Q92830 whole entry, looked up): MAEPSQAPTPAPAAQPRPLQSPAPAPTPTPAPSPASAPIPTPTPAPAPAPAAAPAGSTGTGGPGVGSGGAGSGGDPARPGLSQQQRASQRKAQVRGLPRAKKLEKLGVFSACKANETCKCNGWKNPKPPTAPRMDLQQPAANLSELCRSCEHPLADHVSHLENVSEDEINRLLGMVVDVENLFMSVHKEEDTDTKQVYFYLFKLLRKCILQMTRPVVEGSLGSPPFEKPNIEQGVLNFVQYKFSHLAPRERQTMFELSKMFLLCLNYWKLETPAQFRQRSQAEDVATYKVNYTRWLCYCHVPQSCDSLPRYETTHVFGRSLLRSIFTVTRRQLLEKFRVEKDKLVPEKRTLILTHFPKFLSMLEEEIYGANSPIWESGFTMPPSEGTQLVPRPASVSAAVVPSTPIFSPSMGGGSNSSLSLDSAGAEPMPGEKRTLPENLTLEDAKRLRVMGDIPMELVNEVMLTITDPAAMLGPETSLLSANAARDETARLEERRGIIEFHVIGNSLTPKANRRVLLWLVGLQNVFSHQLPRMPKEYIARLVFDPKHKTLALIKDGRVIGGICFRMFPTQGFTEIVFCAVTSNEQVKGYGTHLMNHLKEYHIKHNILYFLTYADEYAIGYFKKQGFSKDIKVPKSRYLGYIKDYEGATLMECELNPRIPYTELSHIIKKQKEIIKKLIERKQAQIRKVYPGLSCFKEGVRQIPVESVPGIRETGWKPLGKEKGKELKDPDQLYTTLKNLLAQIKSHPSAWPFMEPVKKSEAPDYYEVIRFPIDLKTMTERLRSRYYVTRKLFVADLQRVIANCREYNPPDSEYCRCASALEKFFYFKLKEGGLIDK
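GCN5L2 (20nM final) in 50mM HEPES, 0.1mM EDTA pH 7.5, 0.01% Tween-20 was preincubated 15 min at room temperature with compound, then given ThioGlo1 (50uM), H3(1-25) peptide (75uM) and acetyl-CoA (70uM); CoA-thiol fluorescence (Ex340/Em540) was read at 0 and 20 min.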
TDP1 cell CPT = qHTS for Inhibitors of human tyrosyl-DNA phosphodiesterase 1 (TDP1): qHTS in cells in presence of CPT. Potency, µM (doses to about 46.2 µM), for inactives: top-dose activity change, negative = growth inhibition, most hits filed as inhibitors. actives 12% (n = 420,000). AID 686979, 2013. chicken DT40 Tdp1-/-;hTDP1 cells + 20 nM CPT, ATP luminescence, 48 h; also: nearly all actives have a fitted effect of over 55% in size
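Chicken DT40 Tdp1-/- cells complemented with human TDP1, 400 cells/well, exposed to compounds plus 20 nM camptothecin for at least 48 h at 37 C; viability read as ATP content by CellTiter-Glo luminescence.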
An asterisk follows results filed as active; ? = inconclusive; nt = no result given; [ ] = another dose, or the depositor's remark. Calls follow the shape of the dose curve; as a rule, active = well fitted curve in the direction sought with a large enough effect; inconclusive = small, poorly fitted or top-dose-only effect, or another doubt; inactive = no such curve, though single readings can be large; an effect the other way counts as inactive or inconclusive. % is scaled to controls: 0 for no effect and ±100 for the full control effect; potency is read from the fitted curve at half-maximal effect.

SMILES	DT40 TDP1 no CPT	KAT2A inh	TDP1 cell CPT
COC(=O)c1ccc(C(=O)OC)c(NC(=O)CCS(=O)(=O)Cc2ccccc2)c1	7%	1%	-4%
c1ccc2c(N3CCNCC3)nc(-c3ccoc3)nc2c1	1%	-7%	-5%
CN(CCCC(=O)Nc1ccncc1)S(=O)(=O)c1ccc(Cl)cc1	23µM*	-5%	16µM*
CCN(Cc1ccccc1)c1ccc(/C=C/c2nccc3ccccc23)cc1	?	nt	13µM*
COCCOC(=O)C1=C(C)NC(=O)NC1c1cc2c(cc1Br)OCO2 (configuration not stated)	-5%	-14%	18%
O=C1N(Cc2cccnc2)C[C@@H]2C[C@@H](c3cccc(OCc4ccccc4)c3)N3CCC[C@@]123	?	-14%	?
CCOc1ccc(C)cc1S(=O)(=O)NC1CCCCC1	?	-2%	?
c1ccc(CCN(Cc2ccccc2)Cc2nc(C3CC3)no2)cc1	11%	-15%	-4%
O=S(=O)(NCc1nc2ccccc2[nH]1)c1ccccc1	28%	-3%	7%
CCCCc1c(O)nc(SCC(=O)NCC2CCCO2)[nH]c1=O (configuration not stated)	10%	-3%	-4%
S=C(Nc1ccc(Br)cc1)N1CCN(c2ccccn2)CC1	-11%	-3%	-29%
CC(=O)C1=C(O)C(=O)N(c2ccc(F)cc2)C1c1ccc(C)cc1 (configuration not stated)	-10%	-16%	13%
COc1cccc(NC(=O)N2CCN(c3ccc(C(F)(F)F)cn3)CC2)c1	-22%	14%	-9%
COc1cccc(NC(=O)CN(C)C(=O)c2c(C)noc2C)c1	-9%	0%	-21%
Nc1nnc(CC(=O)N/N=C/c2cc([N+](=O)[O-])cc(Br)c2O)s1	1%	0%	-14%
Cc1ccc(/C(O)=C2\C(=O)C(=O)N(C)C2c2ccc(F)cc2)cc1 (configuration not stated)	-20%	-8%	-3%
CC(=O)c1c(C)[nH]c(C(=O)COC(=O)CNS(=O)(=O)c2ccccc2)c1C	-13%	-6%	-1%
Cc1ccc(NC(=O)c2cc(S(=O)(=O)c3ccccc3)ccc2Cl)cc1	?	-20%	?
Cc1c(Cl)cccc1NC(=S)NCc1cccs1	-1%	-3%	-19%
CCOC1=C2[C@@H](CN(S(=O)(=O)c3ccc(C)cc3)[C@H]2c2cccs2)[C@H]2C(=O)N(c3ccccc3)C(=O)[C@H]2C1	?	nt	-15%
S=C1NCCOCCOCCOCCNC(=S)NCCOCCOCCOCCN1	3%	2%	0%
CC(=O)Nc1nc(-c2ccc3c(c2)CCO3)cs1	?	-13%	-26%
CN(N=Cc1ccccc1O)c1ccc2ccccc2n1	-28%	nt	-12%
CCN(CC)CCP(=O)(c1ccccc1)c1ccccc1	0%	-5%	-6%
O=C(NCc1cn2ccsc2n1)c1c(F)cccc1Cl	5%	-2%	-1%
Cc1ccc(S(=O)(=O)N2C[C@@H](C)[C@]3(C2)[C@H](O)[C@H](OC(=O)NCc2ccco2)C[C@H]2C(=O)N(c4ccccc4)C(=O)[C@H]23)cc1	-1%	nt	-1%
O=C(O)c1ccc(NC(=S)NC(=O)c2ccc(-c3ccccc3)cc2)cc1	?	-2%	14%
COc1ccc(-c2cc(C(=O)NCc3ccco3)c3ccccc3n2)c(OC)c1	?	-7%	?
O=C1CC(c2ccccc2)Cc2nc(N3CCc4ccccc4C3)ncc21 (configuration not stated)	?	-13%	?
COc1cc(C(C(=O)NC(C)(C)C)N(C(=O)CNC(=O)c2cccs2)c2cccnc2)cc(OC)c1OC (configuration not stated)	3%	-4%	10%
COC(=O)c1ccc(CSc2nnnn2Cc2ccccc2)cc1	-16%	-1%	0%
O=C(/C=C/c1ccc(F)cc1)NCCc1ccc2c(c1)OCCO2	-9%	-3%	-2%
CCOC(=O)c1nnc2c(-c3ccc(OC)cc3)c(C)nn2c1N	-28%	-5%	-20%
CS(=O)(=O)N1CCC(C(=O)Nc2ccc(F)c(Cl)c2)CC1	?	-5%	12%
O=C(COC(=O)c1c(Cl)cccc1Cl)NC1CCCCCCC1	?	-3%	?
Cc1ccccc1N1CCN(C2CCCN(C(=O)c3cn4c(C)cccc4n3)C2)CC1 (configuration not stated)	15µM*	1%	?
Cc1ccc(C(=O)NCCC(=O)N2CCC3(CC2)NCCc2[nH]cnc23)cc1	6%	-4%	16%
CCSc1ccc(-c2cc(NC=O)c3ncc(-c4cc(OC)c(OC)c(OC)c4)n3c2)cc1	?	nt	?
O=C1CS(=O)(=O)N(Cc2ccc(F)cc2)c2ccccc21	-23%	-6%	-28%
COc1ccc(C(CNC(=O)CCOc2ccccc2)N(C)C)cc1 (configuration not stated)	-8%	-3%	-14%
O=C(CNc1ccccc1F)N/N=C/C1CC=CCC1 (configuration not stated)	10%	0%	-5%
CNC(=S)N1CCN(c2ccc(Cl)c(Cl)c2)CC1	16µM*	-23%	23µM*
Cc1ccc(NC(=O)/C=C/c2ccc(C)o2)c(C)c1	?	-6%	?
CCCCCCSc1ccc([C@@H]2[C@H]3C(=O)N(CC)C(=O)[C@H]3[C@]3(C(=O)OC)CCCCN23)cc1	?	-6%	?
CCC(=O)N1c2ccc(S(=O)(=O)NCc3ccccc3)cc2CC1C (configuration not stated)	-29%	-9%	?
O=C(O)Cc1ccc2c(c1)Cc1cccnc1O2	-24%	nt	-5%
O=C(NNS(=O)(=O)c1ccccc1[N+](=O)[O-])c1ccc(F)cc1	16µM*	0%	?
Cc1ccc(Cn2c(=O)c3ccccc3n3c(SCC(=O)N4CCCCC4C)nnc23)cc1 (configuration not stated)	16µM*	-3%	18µM*
CCCc1cc(=O)[nH]c2nnc(SCC(=O)NCc3ccc4c(c3)OCO4)n12	17%	-5%	-8%
CC(C)NC(=O)N1CC(c2ccccc2)C(c2ccc(Cl)cc2)=N1 (configuration not stated)	18µM*	-6%	12µM*
COc1cc2c(cc1NC(=O)C1CCCO1)oc1ccccc12 (configuration not stated)	?	-7%	?
CCOc1cc(NC(=S)NCc2ccco2)c(OCC)cc1NC(=O)CC(C)C	-17%	-15%	-8%
CCCCNC(=O)c1nc(C2CCN(S(=O)(=O)c3ccc(Cl)cc3)CC2)oc1-c1ccccc1	7.3µM*	nt	7.3µM*
NC(=O)c1ccc(Oc2ccc(C(N)=O)cc2)cc1	-37%	-2%	5%
Cc1ccc(-n2c(-c3cc(-c4ccco4)[nH]n3)n[nH]c2=S)c(Br)c1	-3%	-6%	10%
N#Cc1c(C(F)(F)F)cc(-c2ccc(F)cc2)[nH]c1=O	-12%	-10%	-2%
CC(C)C(C(=O)Nc1nccs1)c1ccc(Cl)cc1 (configuration not stated)	?	-1%	?
CC1(c2nnc(-c3ccc(F)cc3)o2)CC(c2c(Cl)cccc2Cl)=NO1 (configuration not stated)	?	1%	?
O=C(O)c1ccc(Cl)c(S(=O)(=O)NC(Cc2c[nH]c3ccccc23)C(=O)O)c1 (configuration not stated)	6%	17%	10%
O=C(CCNS(=O)(=O)c1ccc(Cl)cc1)NCc1cccs1	-25%	-3%	?

Going on with the list.
SMILES	DT40 TDP1 no CPT	KAT2A inh	TDP1 cell CPT
Cc1nc(N2CCN(c3ccccc3O)CC2)c2c(-c3ccccc3)csc2n1	16µM*	-5%	?
CCOC(=O)c1ccc(N2C(=O)c3n[nH]c(C)c3C2c2ccccc2OC)cc1 (configuration not stated)	18µM*	-5%	16µM*
CCc1cc2cc(C(=O)Nc3ccc(F)cc3)sc2s1	-17%	-17%	-14%
CC1CCN(S(=O)(=O)c2ccc3c(c2)N(CC(=O)NCCCOC(C)C)C(=O)CS3)CC1	21%	0%	-17%
CC(C)CCNC(=O)NC(=O)CSc1ncccn1	5%	-8%	3%
O=C(Cc1c(O)c2ccccc2oc1=O)c1ccc(C(F)(F)F)cc1	-6%	6%	25%
O=C(CCC(=O)Nc1ccc(F)cc1)N/N=C/c1cccnc1	0%	-2%	-3%
Cc1cc(C)nc(NS(=O)(=O)c2ccc(NC(=O)C3(c4ccc([N+](=O)[O-])cc4)CCCC3)cc2)n1	-22%	4%	2%
CCCCN(C(=O)c1ccc([N+](=O)[O-])s1)c1c(N)n(CC(C)C)c(=O)[nH]c1=O	1%	-7%	-26%
O=C(Cc1csc(N2CCOCC2)n1)N/N=C/c1ccc(O)c(O)c1O	?	-14%	?
Cn1c(-c2ccncc2)nc2cc(C(=O)N3CCCC3c3nccs3)cc(NC(=O)C3CCC3)c21 (configuration not stated)	-15%	nt	-12%[9.04 µM]
CC(C)CC(=O)Nc1cccc(-c2cn3ccsc3n2)c1	-24%	-4%	0%
CC(c1ccccn1)N(C)C(=O)c1ccc2nc(Cc3ccccc3F)oc2c1 (configuration not stated)	?	2%	-12%
CCN1C(=O)[C@H]2[C@H]3CN=C(SCc4ccc(C(=O)OC)cc4)N3[C@@](Cc3ccccc3)(C(=O)OC)[C@H]2C1=O	?	-5%	?
CN(C)c1ccc(C2N3CC4(C)CN2CC(C)(C3)C4O)cc1 (configuration not stated)	12%	-8%	-4%

Screening data as filed in PubChem BioAssay.
